GLP-1R agonist: GLP-1 receptor (human) agonism; P43220; HEK293 GLP-1R CRE-luciferase, luminescence, 4-6 h; cells express a hypersensitive GLP-1R form; Potency, µM (top dose mostly 45.6 µM), inactives show at the highest dose activation, hits mostly activators; actives 0.007% (n = 380,000); further: potency means the concentration at half of the fitted maximal effect; % of control where 0% means no effect
Target sequence (P43220 whole entry, looked up): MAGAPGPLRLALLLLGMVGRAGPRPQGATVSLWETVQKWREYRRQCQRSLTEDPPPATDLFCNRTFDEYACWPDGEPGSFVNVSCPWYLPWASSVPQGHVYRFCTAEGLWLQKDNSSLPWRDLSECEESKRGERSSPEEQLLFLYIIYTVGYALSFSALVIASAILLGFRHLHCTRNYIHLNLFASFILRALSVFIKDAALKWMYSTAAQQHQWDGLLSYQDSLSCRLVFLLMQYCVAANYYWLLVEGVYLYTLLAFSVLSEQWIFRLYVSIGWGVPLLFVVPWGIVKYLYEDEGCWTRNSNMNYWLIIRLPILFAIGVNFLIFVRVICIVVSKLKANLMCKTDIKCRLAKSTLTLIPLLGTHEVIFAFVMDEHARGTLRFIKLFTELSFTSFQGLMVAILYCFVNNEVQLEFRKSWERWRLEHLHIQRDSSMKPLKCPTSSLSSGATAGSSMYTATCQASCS
HEK293 tox: cytotoxicity counter-screen for GLP-1 receptor inverse agonists; actives 0.13% (n = 410,000); HEK293 cAMP-luciferase reporter cells, luminescence, 24 h; Potency, µM (highest dose often 38.3 µM), for the others: at the top dose activity change, negative = inhibition, most hits filed as inhibitors;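 further: loss of luciferase light is scored as toxicity; potency means the concentration at half of the fitted maximal effect; on the % scale 0 is the no-effect control and ±100 the full control effect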
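Step one: seed cells (200 cells/uL, DMEM with 10% Nu serum, 1% pen-strep). Step two: 12-hour incubation at 37 deg C. Step three: pin 23 nL compound, incubate 24 hr. Step four: add luciferase reagent, read luminescence 12 min later.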
D3 antag: D3 dopamine receptor (human) antagonism | AID 652054 | D3R cells, DiscoveRx beta-arrestin luminescence, antagonist mode; stronger effect = lower value | max response, negative = inhibition, % | P35462 | actives 2.5% (n = 360,000); in the data active means max response below about -50%; inconclusive means no clear call, values can overlap the other calls; further: on the % scale 0 is the no-effect control and ±100 the full control effect; mostly tested at two doses, the higher about 12 µM
Target sequence (P35462 whole entry, looked up): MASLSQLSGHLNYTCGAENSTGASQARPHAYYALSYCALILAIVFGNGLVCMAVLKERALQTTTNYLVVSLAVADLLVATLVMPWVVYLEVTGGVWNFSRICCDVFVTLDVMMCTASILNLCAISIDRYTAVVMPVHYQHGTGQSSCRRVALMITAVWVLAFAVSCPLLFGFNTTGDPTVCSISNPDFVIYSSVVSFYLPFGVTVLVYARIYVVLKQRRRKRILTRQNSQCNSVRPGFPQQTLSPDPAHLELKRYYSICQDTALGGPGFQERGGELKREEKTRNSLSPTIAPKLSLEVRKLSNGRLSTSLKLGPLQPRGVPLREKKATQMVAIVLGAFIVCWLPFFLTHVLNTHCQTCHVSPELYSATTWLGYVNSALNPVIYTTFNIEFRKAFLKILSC
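Cells plated overnight at 1500 cells/well, then exposed to library compounds with dopamine controls for 90 minutes at 37 degrees C. DiscoveRx reagent added for 30–60 minutes at room temperature; luminescence read, quantitative HTS format.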
TDP43 rescue: TDP-43 toxicity inhibition in yeast. TDP-43 expressing yeast growth rescue, BacTiter-Glo, 24 h. Potency, µM (doses to about 46.1 µM), for inactives: at the highest dose growth rescue (activation), hits mostly activators. actives 1.8% (n = 410,000). AID 652104; further: potency means the concentration at half of the fitted maximal effect; % of control where 0% means no effect; nearly all actives have a fitted effect of over 50% in size
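Yeast cells expressing TDP-43 under galactose induction are exposed to compounds for 24 hr at 30 deg C. BacTiter-Glo luminescence measures growth, so protective compounds score as activators.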
GLP1R inv ag: GLP-1 receptor (human) inverse agonism; HEK293 GLP-1R CRE-luciferase, luminescence, 24 h; GLP-1R form is constitutively active; Potency, µM (top dose mostly 38.3 µM), without a hit: at the highest dose activity change, negative = inhibition, most hits filed as inhibitors; actives 1.6% (n = 410,000); further: potency means the concentration at half of the fitted maximal effect; on the % scale 0 is the no-effect control and ±100 the full control effect; nearly all actives have a fitted effect of over 55% in size
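Luminescence readout: a drop in cAMP-driven luciferase signal flags inverse agonism at a constitutively active GLP-1R stably expressed in HEK293. Compound exposure lasted 24 hr at 37 deg C, 5% CO2.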
DRD3 agonist: agonists of human D3 dopamine receptor; P35462; D3R DiscoveRx beta-arrestin cells, luminescence, 90 min; max activation, %; actives 0.58% (n = 410,000); AID 652048; in the data active means max activation above about 30%; further: 0% is about no effect; mostly tested at two doses, the higher about 12 µM
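Cells at 1500/well, incubated overnight, then treated with pinned compounds (dopamine as control) for 90 min at 37 degrees C. DiscoveRx reagent added for 30 - 60 minutes at room temperature; luminescence read.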
aSyn rescue: inhibitors of alpha-synuclein toxicity in yeast; Yeast expressing alpha-synuclein, growth rescue, BacTiter-Glo, 24 h; actives 0.14% (n = 370,000); Potency, µM (top dose mostly 46.1 µM), for the others: at the top dose growth rescue (activation), usual class: activators; further: potency means the concentration at half of the fitted maximal effect; % of control where 0% means no effect; nearly all actives have a fitted effect of over 65% in size
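Screening used galactose-induced yeast with toxic alpha-synuclein levels, exposed to compound for 24 hr at 30 deg C. Cell growth, read with BacTiter-Glo luminescence, gave the measured signal.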
PTHR1 ag: agonists of human PTHR1 parathyroid hormone receptor; Q03431; actives 0.075% (n = 410,000); HEK293 GP2 PTHR1 cells, GloSensor cAMP luminescence, 1 h; Potency, µM (top dose mostly 115 µM), for inactives: at the highest dose activation, usual class: activators; further: potency means the concentration at half of the fitted maximal effect; nearly all actives have a fitted effect of over 55% in size; some results filed as inactive show a strong effect at the top dose; inactives centre near -15; many of its hits are not listed in these tables
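HEK-293-derived GP2 cells expressing PTHR1 and a GloSensor cAMP reporter, 3,000/well, plated overnight, given luciferin plus IBMX (each 0.5 mM as added) for 1 h at 37 °C, then compound for 1 h at 37 °C. Luminescence was read after 15 min at room temperature.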
KB-V1 MDR tox: kills drug-selected multidrug resistant KB-V1 cells | KB-V1 MDR cells viability, CellTiter-Glo, 72 h | Potency, µM (titrated, usually from 46.1 µM), without a hit: at the highest dose activity change, negative = cytotoxicity, hits mostly cytotoxic | actives 3.4% (n = 400,000) | AID 1347076; further: potency means the concentration at half of the fitted maximal effect; on the % scale 0 is the no-effect control and ±100 the full control effect; nearly all actives have a fitted effect of over 60% in size
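KB-V1 MDR subline cells in DMEM (phenol-red free, 10% FBS) exposed to compounds in qHTS concentration series for 72 h at 37 degrees C. Viability read by CellTiter-Glo luminescence; concentration-effect curves fitted after normalization and correction.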
An asterisk follows results filed as active; i = inactive; u = inconclusive; x = not tested or not shown; ! = not active in a repeat; [ ] = another dose, or the depositor's remark. Unless noted, the call rests on the fitted dose curve; in most records, active means well fitted curve in the direction sought with a large enough effect; inconclusive means small, poorly fitted or top-dose-only effect, or another doubt; inactive means no such curve, though single readings can be large; an effect the other way counts as inactive or inconclusive. Not all compounds are listed; count on the stated rates, not on these rows.

SMILES	GLP-1R agonist	HEK293 tox	D3 antag	TDP43 rescue	GLP1R inv ag	DRD3 agonist	aSyn rescue	PTHR1 ag	KB-V1 MDR tox
CCC(C)(C(=O)NC1CCCCC1)N(C(=O)CNC(=O)c1ccccc1)c1c(C)n(C)n(-c2ccccc2)c1=O (stereo not given)	1%	13%	-6	4%	3%	4	7%	i	-2%
Cc1ccc(Cl)cc1Nc1nc(-c2sc(NC(=O)C(C)(C)C)nc2C)cs1	-8%	-8%	18	-13%	u	8	2%	u	9%
Cc1nc2c(-c3ccccc3)c(C)nn2c(C)c1CCC(=O)N1CCN(c2ccccc2)CC1	-3%	0%	x	13µM*	-7%	1	x	-2%	-11%
COc1ccc(N2C(=O)Cc3cc(OC)c(OC)cc3C2c2ccc(F)cc2)cc1 (stereo not given)	x	3%	x	17%	-3%	-10	x	-7%	-27%
CC1C(=O)C(C)C(c2ccco2)NC1c1ccco1 (stereo not given)	-1%	0%	-16	-20%	-6%	-13	-2%	i	8%
Cc1ccc(S(=O)(=O)N2CCN(C(=O)NCc3ccc(C(=O)O)cc3)CC2)cc1	4%	6%	0	-13%	-18%	3	0%	-13%	u
O=C(CSc1cn[nH]n1)Nc1ccccc1C(=O)O	4%	1%	4	18%	8%	-3	3%	i	10%
C=CC[C@H]1CC(C)=C[C@H](CC=C)N1C(=O)c1cc(COc2ccccc2SC)on1	13%	14%	19	-16%	8.9µM*	10	12%	-29%	u
COc1cc(OC)c(C(=O)Nc2ccc3ccccc3c2)cc1OC	12%	4%	-12	u	27%	-5	-5%	-35%[inhibitor]	-8%
O=C(O)c1ccc2c(c1)C(=O)N(NC(=O)c1ccc(O)cc1)C2=O	11%	10%	1	-2%	9%	2	5%	-39%[inhibitor]	20%
Cc1cccc(-c2c3c(=O)n(C)c(=O)n(C)c3cn2CC2CCCO2)c1 (stereo not given)	-6%	-3%	75	-7%	7%	8	2%	12%[57.5 µM]	-10%
Cc1ccc(Cl)cc1NC(=O)c1cccc(OC(F)F)c1	1%	1%	11	7%	0%	-19	-4%	i	18µM*
c1ccc(-c2nc3c4ccccc4ccn3c2Cc2ccsc2)cc1	11%	-10%	-12	11%	u	-15	-2%	-49%[inhibitor]	-1%
CCNC(=O)C1(C)CCCN1C(=O)c1ccc(N(C)C)cc1 (stereo not given)	-7%	8%	6	2%	9%	-1	-7%	-3%	6%
Cc1ccc(N(CC(=O)N2CCCCC2)S(=O)(=O)c2ccc(C)cc2)cc1	10%	1%	5	-5%	u	1	-2%	i	0%
CCC(C(=O)NC(C)(C)C)N(C(=O)Cn1nnc(-c2cccs2)n1)c1cnc2ccccc2c1 (stereo not given)	-3%	-10%	0	8%	u	0	1%	-20%	-1%
CCOc1ccc(-c2nc(CSCC(=O)N3CCN(c4cccc(C(F)(F)F)c4)CC3)c(C)o2)cc1	x	-12%	x	9%	u	-8	x	-33%[inhibitor]	18µM*
CCC(Sc1nc2ccc(C)cc2[nH]1)C(=O)O (stereo not given)	0%	-2%	-19	-3%	0%	11	3%	-6%[57.5 µM]	-2%
COc1ccc(C/C(N)=N/OC(=O)Cc2ccc(OC)c(OC)c2)cc1	27%	18%	14	u	0%	1	-14%	-38%[inhibitor]	-11%
Cc1cc(CNC(=O)Cc2c(F)cccc2Cl)nn1C	-2%	10%	-25	-6%	32%[activator]	-7	4%	-9%	24%
CCSc1nc2ccccc2n1CCC(=O)O	-4%	67%[activator]	u	-1%	11%	8	-3%	i	-2%
CC(C)Nc1nnc(SCC(=O)Nc2ccc3c(c2)C(=O)c2ccccc2C3=O)s1	1%	u	15	-2%	u	9	1%	-43%[inhibitor]	10µM*
COc1cccc(COC(=O)c2ccc3c(c2)NC(=O)C(C)S3)c1OC (stereo not given)	6%	1%	12	4%	-23%	0	2%	-40%[inhibitor]	-12%
COc1ccc(-c2csc3nc(C)nc(N4CCC(C)CC4)c23)cc1OC	5%	-2%[0.307 µM]	14	u	5%[0.307 µM]	-14	-7%	-25%	u
Cc1ccc(CCNC(=O)c2cc3c(=O)oc4ccccc4c3s2)cc1	-2%	-1%	x	18%	4%	3	x	-16%	12%

Ordered by formula weight (rising): some entries from above
SMILES	GLP-1R agonist	HEK293 tox	D3 antag	TDP43 rescue	GLP1R inv ag	DRD3 agonist	aSyn rescue	PTHR1 ag	KB-V1 MDR tox
O=C(CSc1cn[nH]n1)Nc1ccccc1C(=O)O	4%	1%	4	18%	8%	-3	3%	i	10%
CCNC(=O)C1(C)CCCN1C(=O)c1ccc(N(C)C)cc1 (stereo not given)	-7%	8%	6	2%	9%	-1	-7%	-3%	6%
Cc1nc2c(-c3ccccc3)c(C)nn2c(C)c1CCC(=O)N1CCN(c2ccccc2)CC1	-3%	0%	x	13µM*	-7%	1	x	-2%	-11%

Further results:
SMILES	GLP-1R agonist	HEK293 tox	D3 antag	TDP43 rescue	GLP1R inv ag	DRD3 agonist	aSyn rescue	PTHR1 ag	KB-V1 MDR tox
CCOc1ccc(N2C(=O)Cc3ccccc3C2=O)cc1	7%	17%	8	15%	3%	1	-1%	i	19%
c1ccc(Cn2nnnc2C(c2ccccc2)N2CCN(c3nc4ccccc4s3)CC2)cc1 (stereo not given)	-4%	-9%	1	20%	-11%	4	16%	-3%	-15%
Cc1ccc(S(=O)(=O)C(CNC(=O)C(=O)NCc2ccc(Cl)cc2)c2cccs2)cc1 (stereo not given)	x	1%	x	10%	19%	-11	x	i	2%
O=C1CCN(Cc2ccccc2)CCN1[C@H](CSc1ccccc1)Cc1ccccc1	-9%	1%	-14	-6%	u	-12	2%	i	15µM*!
O=C(c1cccs1)N1CCCC(c2nc3c(nnn3Cc3cccc(Cl)c3)c(=O)[nH]2)C1 (stereo not given)	17%	-13%	7	2%	7%	12	1%	-8%	-6%
CCOC(=O)N1CCN(C(=O)CCc2ccc(S(=O)(=O)NCCc3ccccc3)cc2)CC1	2%	-10%	11	-15%	3%	5	2%	i	16µM*
Cc1c(C(c2ccc(N(C)C)cc2)c2c(C)n(C)n(-c3ccccc3)c2=O)c(=O)n(-c2ccccc2)n1C	-1%	u	u	-26%	2%	-4	-19%	-34%[inhibitor]	-4%
O=C(CN1C(=O)c2ccccc2S1(=O)=O)NCc1ccccn1	28%	2%	-11	-15%	7%	2	-2%	u	2%
CCOC(=O)c1c(-c2ccc(C)o2)csc1NC(=O)CN1CCCCC1	23%	-17%	18	21%	u	2	10%	-23%	u
CCN(CC(=O)Nc1ccc(NC(C)=O)cc1)C(=O)c1cccc(S(=O)(=O)N2CCCC2)c1	-7%	-8%	21	14%	1%	6	-9%	-25%	29%
COc1cc(C)ccc1OCCSc1nc2ccc(NC(=O)c3cccs3)cc2s1	x	-11%	x	18%	u	12	x	0%	0%
CCCOc1ccccc1C(=O)N1CCCCC1CCN1CCOCC1 (stereo not given)	x	2%	x	13%	12%	3	x	i	x
O=C(N1CCOCC1)N1CCN(c2ccccc2F)CC1	-6%	-5%	u	-24%	14%	-3	11%	-9%	-6%
COc1ccc(-c2csc(Cc3nnc(N4CCOCC4)n3-c3ccccc3)n2)cc1	1%	-1%	-3	-9%	0%	-6	3%	-35%[inhibitor]	18µM*
Oc1ccc(C[C@H]2CN([C@@H](Cc3ccccc3)CN3CCCC3CN3C(=S)NC[C@@H]3Cc3ccccc3)C(=S)N2CC2CCCCC2)cc1 (stereo not given in full)	-4%	1%	u	27%	u	-8	-34%[inhibitor]	-3%	-11%
CCOC(=O)c1c(N)sc2c1CCS(=O)(=O)C2	9%	0%	-5	-16%	37%[activator]	-1	-9%	-2%	20%
CN(CC(=O)Nc1ccccc1Br)C(=O)c1cccc(S(=O)(=O)N2CCc3ccccc32)c1	-15%	-9%	-6	u	u	-10	3%	i	18µM*
N=c1c(S(=O)(=O)c2ccc(Cl)cc2)cc2c(=O)n3ccccc3nc2n1C1CCCC1	10%	-12%	-2	-5%	34%[activator]	16	-1%	-9%	u
CCOc1ccc(OCc2ccc(C(=O)NCc3cccnc3)o2)cc1	-9%	-13%	-20	-13%	4%	1	2%	-23%[57.5 µM]	0%
CCCC(CCC(=O)Nc1ccn(-c2ccccc2)n1)C(=O)O (stereo not given)	1%	-2%	-22	-8%	14%	-16	-2%	-13%	19%
Cc1nc2ccccc2n1CC(=O)OCC(=O)Nc1ccc2c(c1)OCCO2	-2%	21%	15	-10%	9%	-5	-5%	-3%	18%
Cc1cc2nn(-c3ccccc3)nc2cc1NC(=O)COc1ccc(Cl)cc1	x	-1%	x	3%	15%	1	x	i	-7%
CCNc1c([N+](=O)[O-])c(=O)n(CC)c2ccccc12	23%	2%	3	-4%	11%	-2	1%	i	u
CON(C)S(=O)(=O)c1cccc(C(=O)Nc2ccc(S(=O)(=O)NC3=NCCCCC3)cc2)c1	1%	-2%	-3	-14%	3%	-9	0%	-64%[inhibitor]	-3%
Cc1ccc(N(CC(=O)NCC2CCCO2)C(=O)CCC(=O)Nc2ccccn2)cc1 (stereo not given)	7%	13%	4	-3%	8%	3	0%	i	-3%
CCSCCC(NC1=CC(=O)CC(C)(C)C1)C(=O)O (stereo not given)	-19%	-1%	11	7%	12%	6	-1%	i	u
Cc1ccccc1NC(=O)COC(=O)c1ccc(C)c(S(=O)(=O)N2CCCCC2)c1	8%	-8%	7	26%	u	1	3%	-41%[inhibitor]	-25%
COCC(=O)N[C@H]1CC[C@@H](CC(=O)NCc2ccccc2OC)O[C@@H]1CO	x	-6%	16	-5%	22%	7	2%	-13%	12%
COc1ccc(S(=O)(=O)Nc2ccc(S(=O)(=O)Nc3ccc(F)cc3)cc2)cc1C	-1%	-5%	79	9%	u	-4	1%	-10%[57.5 µM]	1%
COc1ccc(CCNC(=O)Cn2nc(C)n3c(cc4occc43)c2=O)cc1OC	x	2%	x	-21%	10%	0	x	u	6%

Screening data: PubChem BioAssay, National Center for Advancing Translational Sciences (NCATS)
